Assay outcomes (PubChem)
TcdB GH inh: TcdB glycohydrolase inhibition; P18177; inhibition, % at 9.99 µM; TcdB glycohydrolase enzymatic assay, plate reader; hit rate 0.24% among 350,000; in the data active = inhibition above about 10%
PfHsp40 yeast: compounds rescuing yeast from Plasmodium falciparum HSP40 toxicity; S. cerevisiae expressing PfHsp40, growth rescue, ATP luminescence; hit rate 0.68% among 340,000; growth rescue, % at 12.5 µM; in the data active = growth rescue above about 28%, passing the limit was not always enough; inconclusive = no clear call, values can overlap the other calls;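 also: yeast W303a lacking pdr1 and pdr3 grown in galactose medium; growth measured after three days at 30 °C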
PrPC TRFRET: inhibitors of human cell surface prion protein PrPC; P04156; TR-FRET read-out; inhibition, % at 13.8 µM; hit rate 0.43% among 370,000; in the data active = inhibition above about 24%; also: 0% = median of the test wells and 100% = reference compound wells
BoNT-A LC inh2: inhibitors of Botulinum neurotoxin A light chain protease; inhibition, % at 10 µM; hit rate 0.17% among 360,000; multiplex microsphere protease substrate cleavage, flow cytometry; also: plate controls were buffer without enzyme for full effect and enzyme alone for no effect
CCHFV vOTU inh: CCHFV vOTU protease inhibition. Pep-AMC fluorescence. inhibition, % at 11.5 µM. hit rate 0.55% among 370,000; in the data active = inhibition above about 30%; also: 0% = vehicle wells with enzyme and 100% = no enzyme wells
Anthrax LF prot: inhibitors of Bacillus anthracis lethal factor protease; P15917; multiplex microsphere protease cleavage assay, LF; inhibition, % at 10 µM; hit rate 0.12% among 360,000; AID 588501; also: plate controls were buffer without enzyme for full effect and enzyme alone for no effect
BoNT-F LC inh: BoNT F light chain protease inhibition. Multiplex microsphere protease cleavage assay, flow cytometry. AID 588497. inhibition, % at 10 µM. hit rate 0.22% among 360,000; in the data active = inhibition above about 35%, passing the limit was not always enough; inconclusive = no clear call, values can overlap the other calls; also: plate controls were buffer without enzyme for full effect and enzyme alone for no effect
FadD28 FP inh: blocks FadD28 binding to the bisubstrate probe; fluorescence polarization; inhibition, % at 12.5 µM; hit rate 0.22% among 360,000; AID 588549; in the data active = inhibition above about 8.5%, passing the limit was not always enough; inconclusive = no clear call, values can overlap the other calls
Y pestis TopoI: Y. pestis Topo-I inhibition via cleavage products. hit rate 0.064% among 360,000. activity, % at 10 µM. AID 504884. Y. pestis Topo-I cleavage product accumulation, plate reader; in the data active = activity above about 50%, passing the limit was not always enough; inconclusive = no clear call, values can overlap the other calls; also: inactives centre near 2
* = called active by the depositor; ? = inconclusive; . = no result given; & = joins results of further samples. Rule as the data show it, unless noted: active = inhibition above about 30%; inconclusive = no clear call, values can overlap the other calls; inactive = below that.

SMILES	TcdB GH inh	PfHsp40 yeast	PrPC TRFRET	BoNT-A LC inh2	CCHFV vOTU inh	Anthrax LF prot	BoNT-F LC inh	FadD28 FP inh	Y pestis TopoI
O=C(CN1CCSCC1)N/N=C/c1cccc(Cl)c1	-0.4	-1.0	-3	0.7	-10	2	-1	1.2	-4
COc1ccc(C2c3cc4c(cc3OC(N3CCOCC3)C2C)OCO4)c(OC)c1 (stereo not given)	1.4	-0.9	9	-0.3	0	1	-4	-1.0	7
C=CCn1c2ccccc2c2nnc(SCc3ccc4nonc4c3)nc21	.	0.5	-3	0.4	-8	4	-3	-1.3	4
CC(=O)C1=C(O)C(=O)N(c2cc(C(C)(C)C)on2)C1c1ccc(Br)cc1 (stereo not given)	.	-0.2	16	2.4	9	0	15	-7.3	-5
COc1ccc(C(=O)Nc2ccc(Br)cn2)cc1S(=O)(=O)N1CCOCC1	0.9	0.8	-3	-0.5	-7	0	-9	-0.6	7
CCCOc1ccc(NC(=O)CC2Nc3ccccc3NC2=O)cc1 (stereo not given)	-1.8	-0.7	0	-1.4	8	-4	-2	-4.1	-2
COC(=O)c1ccccc1NC(=O)C1CC(=O)N(C2CCCCC2)C1 (stereo not given)	.	-0.1	4	-0.4	-7	-4	2	1.7	0
CCN1CCN(C(c2ccccc2)c2nnnn2C(C)(C)C)CC1 (stereo not given)	1.7	.	-7	0.2	-1	2	0	.	.
O=C(O)c1cccc2c(/C=N/Nc3ccccn3)c[nH]c12	.	0.1	.	-0.3	.	-2	-4	-2.4	0
O=S(=O)(c1cccc2ccccc12)N1Cc2ccccc2-n2nncc2C1	0.1	.	10	-0.3	2	-5	-2	-2.8	0
O=C(Nc1ccc(O)c(C(=O)O)c1)c1ccc2c(c1)C(=O)N(CC1CCCO1)C2=O (stereo not given)	.	0.4	-3	0.9	-9	-3	4	-3.0	-1
CN(CC(=O)Nc1ccccc1Cl)C(=O)COC(=O)c1nc(Cl)c(Cl)c(Cl)c1Cl	0.6	0.4	-5	-2.9	-5	-2	-9	2.9	17
Cc1ccc(S(=O)(=O)N(C)C[C@H]2Oc3c(NC(=O)Nc4cccc5ccccc45)cccc3C(=O)N([C@@H](C)CO)C[C@@H]2C)cc1	-3.5&1.4	0.3	0	-0.3	-5	-1	-6	-1.8	28
CCOC(=O)N1CCN(c2c(NCCc3ccc(OCC)c(OCC)c3)c(=O)c2=O)CC1	1.3	-0.1	.	-3.6	.	0	-5	0.5	3
COC(=O)c1sc(S(=O)(=O)N2CCC(C)CC2)c(C(=O)OC)c1C	.	0.9	-3	-0.4	8	-4	-5	-1.8	3
CCOC(=O)c1cc(-c2ccccc2)sc1NC(=S)Nc1cc(C)ccn1	.	0.4	-8	1.6	-4	-2	5	-3.5	-7
COc1ccc(-n2c(CN3CCN(c4ccccc4)CC3)nc3ccc([N+](=O)[O-])cc3c2=O)c(OC)c1	0.5	1.9	-16	3.0	8	-6	6	3.5	-3
C/C(=N\NC(=O)CSCc1ccc(Cl)cc1)c1ccc(NC(=O)c2ccccc2)cc1	.	-0.9	-3	0.4	3	2	-6	0.0	-3
CN(C)CCSc1nc(-c2ccccc2)nc2c1CCCC2	0.3	.	-2	-0.9	-7	-3	-20	-4.4	5
CCOc1ccc(-c2nn[nH]n2)cc1OCC	.	-0.2	1	-0.3	3	-2	1	0.5	3
CCCCOc1ccc(C(=O)N(C)CC(=O)Nc2ccc(C)cc2)cc1	1.6	0.5	-4	-3.3	-7	-6	-7	1.8	23
C#CCSc1nc(-c2ccccc2)cc(C(F)(F)F)c1C#N	.	-0.8	-3	0.6	-1	4	6	-5.8	10
O=C(C1CC(c2ccc(Cl)c(Cl)c2)=NO1)N1CCC2(CC1)OCCO2 (stereo not given)	.	0.1	-14	-0.6	-6	2	2	-4.2	-1
O=C(c1cc([N+](=O)[O-])ccc1Cl)N1c2ccccc2Sc2ccccc21	1.4	1.8	-8	-0.2	-4	-5	-6	-4.8	9
Cc1ccc(OCCN(C)C(=O)CC2C(=O)NCCN2CC(C)(C)C)cc1 (stereo not given)	2.3	-0.5	8	-0.8	2	-2	3	-3.8	17
COc1ccc(NC(=O)c2c(C)oc3c2CCCC3)cc1	0.9	0.8	0	-1.4	-19	-5	-16	-1.1	8
Cc1cc2nc3s/c(=C/c4ccc(-c5ccccc5C(=O)O)o4)c(=O)n3c2cc1C	-0.1	3.1	-5	-3.6	-10	-7	-4	0.6	-4
CC1C(=O)OC2CCN3CC=C(COC(=O)C(C)(O)C1(C)O)C23 (stereo not given)	1.4	-0.8	2	-1.0	-10	-4	-4	0.3	-2
Cc1ccc(NC(=O)Cn2nnc(C(=O)NCCc3ccccc3)c2N)cc1Cl	1.1	-0.3	-12	1.2	7	-1	4	-0.5	13
COc1ccc(CN(C)C(=O)c2cccc(C(=O)N(C)Cc3ccc(OC)cc3)c2)cc1	0.6	.	22	1.0	-9	-9	4	-1.8	25
COc1ccc(N2C(=NC(=O)C3CCCCC3)SC3CS(=O)(=O)CC32)cc1Cl (stereo not given)	-0.8	-0.6	2	0.6	-5	-1	0	-2.8	-4
CC(CNC(=O)c1cc(Cl)ccc1[N+](=O)[O-])NC(=O)c1cc(Cl)ccc1[N+](=O)[O-] (stereo not given)	.	-1.4	-3	0.5	21	1	0	-1.3	-12
Cc1ccc(S(=O)(=O)NCCC(=O)OCC(=O)N(Cc2ccccc2)C(C)(C)C)cc1	0.2	-0.7	-3	-0.5	-5	-1	6	-4.1	10
CCOC(=O)/C=C/C(=O)OCC(=O)Nc1cccc(Cl)c1Cl	-0.2	0.8	-3	-1.1	-7	-6	-3	-0.2	7
Cc1ccc(NC(=O)CSc2nc3ccccc3c3nc(CCc4c(C)n[nH]c4C)nn23)cc1F	.	-1.5	-3	.	-1	.	.	-2.4	4
Cc1cccc2cc(C(c3nnnn3C3CCCC3)N3CCOCC3)c(=O)[nH]c12 (stereo not given)	.	1.0	1	?	-8	0	-2	0.3	-9
COCCNc1nc(NCCCN2CCCC2=O)c2sccc2n1	1.2	.	4	-0.4	-2	-1	-2	-1.3	-4
Cc1ccc(S(=O)(=O)N/N=C2/CCCCC2C2CCCCC2)cc1[N+](=O)[O-] (stereo not given)	.	-0.5	5	-0.4	1	-2	-4	-1.7	22
Cc1ccc(/C=N/n2c(C)nnc2C)cc1	.	0.0	10	0.4	9	-1	2	-0.9	-6
CCOC(=O)c1c(NC(=O)CSc2nnc3c(Cl)cc(Cl)cn23)sc2c1CCC2	.	2.2	1	1.3	15	-2	3	-5.7	29
CC1(C)CC(=O)c2cc(OCC(=O)N3CCOCC3)ccc2O1	.	0.7	3	0.7	-100	0	-2	0.8	1
C[C@@H]1CN([C@@H](C)CO)C(=O)CCCn2nncc2CO[C@H]1CN(C)S(=O)(=O)c1ccc(-c2ccccc2)cc1	0.9&0.0&-0.4	.	-6	0.0	6	-8	2	1.1	32
COc1cccc(CNCc2ccc(SC)cc2)c1OC	-0.7	2.6	5	1.0	18	5	-3	-5.2	6
CN(C)C(=O)CCc1ccc2c3c([nH]c2c1)[C@]1(C)[C@@H](C(=O)N2CCCCC2)C[C@H](CC(=O)NCc2cccc(C(F)(F)F)c2)C(=O)N1CC3	0.9	-0.7	-5	0.0	2	-7	2	-0.6	6
CCN(CC)c1ccc(C(=O)NC(=S)Nc2cc(S(=O)(=O)N3CCOCC3)ccc2-n2cncn2)cc1	.	1.2	1	0.7	1	-1	-10	-6.0	9

Ordered by heavy-atom count (rising): part of the list above.
SMILES	TcdB GH inh	PfHsp40 yeast	PrPC TRFRET	BoNT-A LC inh2	CCHFV vOTU inh	Anthrax LF prot	BoNT-F LC inh	FadD28 FP inh	Y pestis TopoI
CCOc1ccc(-c2nn[nH]n2)cc1OCC	.	-0.2	1	-0.3	3	-2	1	0.5	3
O=S(=O)(c1cccc2ccccc12)N1Cc2ccccc2-n2nncc2C1	0.1	.	10	-0.3	2	-5	-2	-2.8	0
Cc1ccc(S(=O)(=O)NCCC(=O)OCC(=O)N(Cc2ccccc2)C(C)(C)C)cc1	0.2	-0.7	-3	-0.5	-5	-1	6	-4.1	10

Carrying on:
SMILES	TcdB GH inh	PfHsp40 yeast	PrPC TRFRET	BoNT-A LC inh2	CCHFV vOTU inh	Anthrax LF prot	BoNT-F LC inh	FadD28 FP inh	Y pestis TopoI
Cc1ccc(S(=O)(=O)N(C)c2ccc(OCC(=O)OCc3cccc(Br)c3)cc2)cc1	0.1	3.1	3	-0.4	14	-4	-6	-1.6	39
C(=N\Nc1nc2ccccc2[nH]1)/c1cccs1	.	-1.3	1	0.8	3	-2	-11	-3.4	-5
CCOC(=O)C(NC(=O)c1ccccc1OCC)(Nc1ncccn1)C(F)(F)F (stereo not given)	.	0.0	5	-0.6	18	2	-7	-2.8	10
Cc1[nH]c(=O)[nH]c(=O)c1CSCC(=O)OCC(=O)c1ccc(Br)cc1	0.5	-0.1	-5	2.3	-11	-2	8	-2.3	10
COC(=O)COc1ccc(C(c2c(C)[nH][nH]c2=O)c2c(C)[nH][nH]c2=O)cc1	-1.0	0.1	-11	-4.8	2	1	?	-0.6	-2
CC1=C(C(=O)O)N2C(=O)C(NC(=O)c3ccn(C)n3)C2SC1 (stereo not given)	.	0.1	-1	0.4	-1	3	12	-0.8	-3
CCOCCCNC(=O)c1oc2ccc3c(c2c1C)C(O)CC(C)(C)O3 (stereo not given)	2.5	0.3	1	-0.1	-2	-7	9	-1.2	2
COc1ccccc1N=Nc1[nH]c2ccc(C)cc2c1O	.	-0.7	2	0.8	0	0	-1	-1.2	3
O=C(c1ccc2c(c1)OCO2)C1CCCN(Cc2cn[nH]c2-c2ccccc2)C1 (stereo not given)	0.3	-0.6	-8	-0.4	4	-2	-3	2.2	13
Cc1nnc(SCC(=O)Nc2ccc(-c3nc4ccccc4s3)cc2)s1	-0.4	-0.6	6	-0.2	-4	0	3	-4.0	19
CCOc1ccc(CSCCNC(=S)Nc2ccccc2)cc1	.	7.9	7	-0.5	6	-2	-5	-2.2	-2
CCOC(=O)N1CCN(Cc2cc(=O)oc3cc4c(cc23)CCC4)CC1	.	0.7	6	-0.1	5	-2	4	0.8	27
CC(=O)Nc1ccc(S(=O)(=O)N/N=C/c2ccc(C)o2)cc1	1.2	-1.6	-5	1.1	4	-5	15	-2.6	-10
CCn1c(=O)cc(OCC(=O)NCCc2cccc(C)c2)c2ccccc21	.	0.6	-2	0.1	-4	-1	-2	-0.1	24
Cc1ccc(NC(=O)Nc2ccc(Cl)cn2)cc1	1.0	-0.3	4	-0.2	22	0	-4	2.1	-3
CN1CCN(S(=O)(=O)c2ccc(C(=O)Nc3ccccc3)cc2)CC1	.	-0.2	4	-0.4	3	-2	-1	-2.3	3
COc1ccccc1C(=O)Nc1ccc(OC(C)C(=O)N2CCOCC2)cc1 (stereo not given)	0.7	-1.1	0	-0.3	-13	-5	-8	-2.9	6

Single records (already shown):
CCOC(=O)c1cc(-c2ccccc2)sc1NC(=S)Nc1cc(C)ccn1 is listed as TcdB GH inh: .; PfHsp40 yeast: 0.4; PrPC TRFRET: -8; BoNT-A LC inh2: 1.6; CCHFV vOTU inh: -4; Anthrax LF prot: -2; BoNT-F LC inh: 5; FadD28 FP inh: -3.5; Y pestis TopoI: -7
CCOCCCNC(=O)c1oc2ccc3c(c2c1C)C(O)CC(C)(C)O3 (stereo not given) is listed as TcdB GH inh: 2.5; PfHsp40 yeast: 0.3; PrPC TRFRET: 1; BoNT-A LC inh2: -0.1; CCHFV vOTU inh: -2; Anthrax LF prot: -7; BoNT-F LC inh: 9; FadD28 FP inh: -1.2; Y pestis TopoI: 2
CCOc1ccc(-c2nn[nH]n2)cc1OCC is listed as TcdB GH inh: .; PfHsp40 yeast: -0.2; PrPC TRFRET: 1; BoNT-A LC inh2: -0.3; CCHFV vOTU inh: 3; Anthrax LF prot: -2; BoNT-F LC inh: 1; FadD28 FP inh: 0.5; Y pestis TopoI: 3
